FN deposit inh: fibronectin deposition inhibition; 350,000 compounds, 0.086% hits; inhibition, % at 12.6 µM; AH1F fibroblasts, Alexa488-fibronectin deposition fluorescence, overnight; AID 743247;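 active = mean inhibition across replicates of 30% or more, regardless of how many single replicates reach that level; inconclusive = mean under 30% yet at least half of replicates reach 30%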;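 also: positive control wells lacked labelled fibronectin entirely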
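Test system: AH1F fibroblast monolayer depositing Alexa488-labelled fibronectin into matrix. Input: 10000 cells per well. Technique: fluorescence, ex 485 nm, em 525 nm. Buffer or medium: DMEM plus 2% serum, read in PBS. Timing: 1 h cell adhesion before compound, then overnight fibronectin incubation. Compound: single dose, pinned. Read-out basis: inhibition from reduced deposited-fibronectin fluorescence.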
PAX8 inh HTS: lowers PAX8-driven luciferase in RMG-I cells. 360,000 compounds, 1.2% hits. RMG-I TPO-luciferase reporter, SteadyGlo, 24 h. inhibition, % at 12.6 µM. AID 652154;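 active = mean replicate inhibition at least 60% with every replicate also reaching 60%; inconclusive = only one of the two criteria is met; inactive = mean below 60% and not all replicates reaching 60%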;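 also: luciferase light reporting Pax8 driven TPO promoter activity; plate controls were median of neutral control wells for no effect and mitoxantrone controls for full effect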
GSIS activator: GLuc luminescence reporter in INS-1E cells, primary screen for activators of glucose-dependent secretion of insulin. INS-1E GLuc reporter insulin secretion, 2-3 h. activation, % at 16.6 µM. 370,000 compounds, 0.61% hits. AID 743287;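 active = lowest replicate activation of at least 40%, so every replicate reaches that level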;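 also: 0% = median of neutral control wells and 100% = median of IBMX positive control wells; some compounds called inactive have numbers as strong as hits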
DENV2 CPE: inhibitors of DENV2 cytopathic effect. 350,000 compounds, 1.7% hits. DENV2-infected cells, cytopathic effect rescue, plate reader. AID 651640. CPE inhibition, % at 9.99 µM; in the data active = CPE inhibition above about 20%, passing the limit was not always enough; inconclusive = no clear call, values can overlap the other calls; tested in BHK-21 cells;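 also: 0% = median of neutral control wells and 100% = median of positive control wells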
F508del corr: CFTR F508del correction in bronchial cells; CFBE cells, YFP halide quenching; stimulated with forskolin plus potentiator P3; % fluorescence drop versus neutral controls; activity (quench increase), % at 7.58 µM; 350,000 compounds, 0.36% hits; AID 720511;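 active = mean added fluorescence quench of at least 8% versus neutral control, with both replicates also reaching 8%; inconclusive = only one of the mean or replicate conditions met; inactive = mean below 8% and not both replicates reaching 8%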;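 also: cells transiently co-express mutant CFTR-F508del with the halide-sensitive YFP; corrector assay measuring rescue of mutant channel to the surface after 24 h compound exposure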
EWS-Fli inh: inhibitors of EWS/Fli oncoprotein transcriptional activity; A673 NR0B1-luciferase reporter, viability-normalised; AID 651661; inhibition, % at 12.6 µM; 350,000 compounds, 0.67% hits;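 active = mean inhibition of at least 50% after viability correction, with every replicate also passing that limit; inconclusive = mean reaches 50% but only one of two replicates passes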;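 also: firefly luciferase signal divided by Alamar Blue viability fluorescence both relative to DMSO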
miR122 inh: miR-122 inhibition in Huh7 cells; Huh7 miR-122 Renilla luciferase sensor, 48 h; neutral wells = 0, positive control = 100; activation (reporter increase), % at 12.5 µM; 340,000 compounds, 0.3% hits; AID 602342;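 active = mean replicate activation score at least 90 and every replicate individually at or above 90; inconclusive = only one of the two criteria met; inactive = neither criterion met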;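 also: higher luciferase means less miR-122 activity so hits act as miR-122 inhibitors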
Active calls of the source: *; ? = inconclusive; . = not tested or not shown; [ ] = dose if it differs, or a comment. Random draw from the library; about 3.9% have a hit in one of these screens.

SMILES | FN deposit inh | PAX8 inh HTS | GSIS activator | DENV2 CPE | F508del corr | EWS-Fli inh | miR122 inh
COc1ccc(CCNC(=O)CSc2nc(=O)n3cccc(C)c3n2)cc1OC | 7 | 0 | 41 | -9 | 0.6 | -6 | -7
Cc1nnc(SCC(=O)NC2CCCCCC2)n1N | -2 | -2 | -4 | -7 | -1.1 | 0 | 0
Cc1ccc(NC(=S)N(C)C)cc1C | -2 | 2 | -7 | 10 | -0.4 | 8 | -2
COc1ccc(CN2C[C@@H](C)[C@@H](OC)CN(C)C(=O)c3cc(NC(=O)c4nc5ccccc5s4)ccc3OC[C@H]2C)cc1 | -3 | -12 | -34 | -1 | 5.0 | -4 | .
O=[N+]([O-])c1cccc(I)c1 | . | . | 13 | -4 | 0.9 | -2 | .
Cc1ccc(NC(=O)Cn2nc(C)c(S(=O)(=O)N(C)C)c2C)cc1C | 9 | 8 | -2 | -11 | 0.7 | -7 | 5
COc1ccc(COC(=O)c2n[nH]c3ccccc23)cc1F | 8 | . | -12 | . | . | . | 1
CO[C@H]1CN(C)C(=O)c2cc(NC(=O)C3CC3)ccc2OC[C@@H](C)N(C(=O)c2cnccn2)C[C@@H]1C | 0 | 4 | 5 | -5 | 0.4 | -7 | .
COc1ccccc1CNC(=O)c1ccc(N(C)S(=O)(=O)c2ccc(C)cc2)cc1 | -3 | 17 | 3 | 4 | 3.4 | . | 1
O=C(CCC(=O)c1cccs1)OCc1nc2ccccc2s1 | -4 | 2 | 18 | . | . | . | -2
CCC(CC)c1nnc(NC(=O)c2c(-c3ccccc3)noc2C)s1 | -1 | 4 | -9 | 8 | 0.7 | 8 | -6
Cc1noc(C)c1NC(=O)Nc1ccc2c(c1)C(=O)N([C@@H](C)CO)C[C@H](C)[C@@H](CN(C)S(=O)(=O)c1ccccc1)OCCCC[C@@H](C)O2 | -3 | 4 | -2 | -9 | 2.5 | -6 | 5[16.7 µM]
CC(C)C#Cc1ccc2c(c1)O[C@@H](CN(C)C(=O)c1ccncc1)[C@H](C)CN([C@H](C)CO)S2(=O)=O | . | 1 | -6 | -3 | 1.3 | -13 | -10[16.7 µM]
N#C[C@H]1[C@@H](c2ccc(C3=CCCCC3)cc2)[C@H](CO)N1C(=O)NC1CCCCC1 | 0 | 8 | -22 | -6 | -3.0 | -13 | .
O=C(Nc1nnc(C2=COCCO2)o1)c1ccc(S(=O)(=O)N2CCOCC2)cc1 | 13 | -5 | -6 | 1 | -2.5 | 6 | .
COC(C[C@@H](O)CC(=O)COCc1ccccc1)OC | -7 | -14 | -3 | -21 | -0.4 | -6 | 5
COCCNC(=O)c1ccc(CS(=O)(=O)c2ccc(C)cc2)o1 | -18 | -4 | . | . | . | . | -11
Cc1ccc(CSc2nnc(SCC(=O)N/N=C/c3ccccc3OCC(=O)O)s2)cc1 | -4 | 8 | 15 | 1 | 0.9 | 43 | 9
CCOc1ccc(C(=O)Nc2cccc(-c3ccc4nncn4n3)c2)cc1 | -14 | 5 | 1 | -2 | 1.4 | -35 | -5
Cc1cccc(C(=O)NNC(=O)c2ccc(NC(=O)C(C)(C)C)cc2)c1 | 2 | -11 | 9 | -1 | -8.8 | -30 | -5
CO[C@H]1CN(C)C(=O)c2cc(NC(=O)c3cc(C)on3)ccc2OC[C@H](C)N(C(C)=O)C[C@H]1C | -7 | . | 25 | -11 | 1.8 | -1 | -1[16.7 µM]
CCOc1ccccc1Cn1c(=O)sc2ccccc21 | -20 | 0 | 1 | -3 | 2.1 | -21 | .
C[C@@H]1CN([C@@H](C)CO)C(=O)c2cc(C#Cc3ccncc3)cnc2O[C@H]1CN(C)C(=O)CN(C)C | -16 | . | 18 | -7 | -2.7 | 3 | -10[16.7 µM]
C[C@@H]1CCCCO[C@H](CN(C)C(=O)Nc2ccccc2)[C@@H](C)CN([C@@H](C)CO)C(=O)c2cc(NC(=O)Cc3ccccc3)ccc2O1 | -7 | -7 | -22 | -6 | 1.2 | -22 | 2[16.7 µM]
CCOC(=O)CNC(=S)N(CCCN1CCCC1)Cc1cccs1 | 4 | -7 | . | -1 | . | 8 | .
The list continues.
SMILES | FN deposit inh | PAX8 inh HTS | GSIS activator | DENV2 CPE | F508del corr | EWS-Fli inh | miR122 inh
Nc1nc(COC(=O)C2CC(=O)N(CCc3ccccc3)C2)nc(Nc2ccccc2)n1 (stereo not drawn) | 1 | -1 | -2 | -5 | 3.6 | -3 | -3
COc1ccc(S(=O)(=O)N2CCCC(C(=O)NCc3cccnc3)C2)cc1OC (stereo not drawn) | 3 | -2 | 27 | 0 | -1.1 | 2 | .
CC1=C(C(=O)N(C)C)CC(CC(=O)NCCCN(C)C)C(=O)N1CCCN1CCCC1=O (stereo not drawn) | -7 | -10 | 11 | -14 | 2.3 | -6 | -4
O=C1C2C3C=CC(C3)C2C(=O)N1c1cccc2ccccc12 (stereo not drawn) | 3 | 11 | 19 | 2 | -3.0 | -5 | -8
CCCCC1CCC(C(=O)N(CCOC)c2c(N)n(CC(C)C)c(=O)[nH]c2=O)CC1 (stereo not drawn) | -7 | -15 | 6 | 1 | -1.2 | 7 | -2
CC(Oc1ccccc1)C(=O)Nc1nnc(S(=O)(=O)N(C)c2ccccc2)s1 (stereo not drawn) | -4 | -15 | -3 | -1 | 2.1 | 6 | .
COc1cccc(C#Cc2ccc3c(c2)O[C@@H](CN(C)C(=O)c2ccccn2)[C@@H](C)CN([C@@H](C)CO)S3(=O)=O)c1 | . | 12 | -17 | 33 | 4.1 | 20 | 2[16.7 µM]
O=C(O)CSc1nnc(-c2ccco2)o1 | 12 | -1 | . | . | . | . | -2
COc1ccc(OC)c(S(=O)(=O)N2CCN(c3ncccn3)CC2)c1 | -4 | 9 | 15 | -1 | 0.6 | 18 | .
CCCOC(=O)Nc1nc(-c2ccc(C)cc2)c(C)s1 | -6 | -22 | 4 | -10 | -4.9 | -16 | .
COc1ccc2c(c1)C(C)(CCN)C(=O)N2C (stereo not drawn) | -3 | -10 | 0 | -7 | 1.5 | 3 | .
O=C(CCCc1c[nH]c2ccccc12)NCCc1c[nH]c2ccccc12 | -5 | 37 | -11 | 4 | -3.7 | . | 5
CC1CN(S(=O)(=O)N2CCOCC2)CCN1S(=O)(=O)N1CCOCC1 (stereo not drawn) | . | 2 | 2 | -8 | 1.6 | -2 | -1
COc1ccccc1NC(=O)CSc1nc(=O)n(CCN2CCOCC2)c2c1CCC2 | -6 | 5 | 17 | -6 | -4.2 | -2 | 1
O=C(Nc1cccc(S(=O)(=O)Nc2ccccc2Cl)c1)c1ccc(N2CCCC2)c([N+](=O)[O-])c1 | 5 | 28 | -32 | . | . | . | .
CC=Cc1ccc2n(c1=O)C[C@@H]1[C@@H](CO)[C@H](C(=O)NCC)[C@H]2N1C(=O)Nc1cc(F)ccc1F (mixture of isomers) | . | . | 7 | 0 | 0.7 | -5 | 5[16.7 µM]
Cc1cccc(N2C(=O)CC(SC(N)=Nc3ccccc3)C2=O)c1 (stereo not drawn) | -2 | 6 | -12 | . | 2.5 | 7 | .
C[C@@H]1CN([C@@H](C)CO)C(=O)c2c(c3ccccc3n2C)-c2ccccc2CO[C@@H]1CN(C)CC1CCCCC1 | -12 | 58 | 2 | 10 | 3.3 | 13 | .
C[C@H](CO)N1C[C@H](C)[C@H](CN(C)C(=O)Nc2ccc3c(c2)OCO3)Oc2ccc(NC(=O)Cc3cn(C)c4ccccc34)cc2CC1=O | . | -20 | 9 | -12 | 0.6 | -12 | 22[16.7 µM]
CC(C)(C)c1cccc(C2(O)C(=O)c3ccccc3C2=O)c1O | -1 | 22 | -3 | 0 | . | -2 | .
COc1ccc(/C=C/c2nc(-c3ccccc3O)n(-c3ccccc3)n2)cc1 | 5 | -8 | 11 | 2 | 1.7 | -15 | -3
Cc1ccc(-c2nc3c4ccccc4ccn3c2Cc2cccc(F)c2)cc1 | . | 0 | 9 | -3 | 6.4 | -32 | .
CCC(C)NC(=O)c1cc2c(=O)n3cccc(C)c3nc2s1 (stereo not drawn) | 8 | -6 | 11 | 1 | -1.5 | -13 | -4
CC1CCC(NC(=O)COc2ccc(C(=O)c3ccccc3)cc2)CC1 (stereo not drawn) | 2 | 49 | 10 | -2 | . | -4 | 1
COc1ccc(C(=O)C2CCCN(Cc3cnc(N4CCOCC4)s3)C2)cc1F (stereo not drawn) | -1 | 26 | -5 | 4 | -0.5 | 10 | -2
Remaining list, next part:
SMILES | FN deposit inh | PAX8 inh HTS | GSIS activator | DENV2 CPE | F508del corr | EWS-Fli inh | miR122 inh
Brc1ccc(CSc2nnc(-c3cccnc3)o2)cc1 | -3 | -2 | 10 | ? | -1.0 | 4 | .
Cn1cccc1CC(=O)N/N=C/c1cccc([N+](=O)[O-])c1 | 3 | -2 | -1 | . | 3.4 | 7 | .
CN1C(=O)c2cc(NC(=O)NCc3ccccc3)ccc2OC[C@H]2O[C@H](CC(=O)NCC3CCCCC3)CC[C@@H]21 | -1 | -2 | 1 | 17 | -1.3 | -2 | -7[16.7 µM]
O=C(C[C@H]1C=C[C@H](NC(=O)C2CCOCC2)[C@@H](CO)O1)Nc1nccs1 | . | 10 | 5 | -8 | 1.3 | 0 | .
Cc1ccc(-c2cnc3c(c2)C(=O)N([C@@H](C)CO)C[C@@H](C)[C@H](CN(C)C(=O)Cc2ccncc2)O3)cc1 | . | . | -6 | 10 | 1.5 | 7 | 6[16.7 µM]
COC(=O)C(CC(C)C)NC(=O)C(Cc1ccccc1)NC(=O)C1CCCN1C(=O)OC(C)(C)C (stereo not drawn) | -3 | -4 | -13 | 5 | 0.0 | 8 | 0
C[C@@H]1CCCCO[C@H](CN(C)C(=O)c2ccccc2)[C@@H](C)CN([C@@H](C)CO)C(=O)c2cc(NC(=O)NC3CCCCC3)ccc2O1 | -6 | -31 | -31 | -9 | 0.1 | 1 | 1[16.7 µM]
C[C@@H](NC(=O)C[C@@H]1C=C[C@H](NC(=O)Nc2ccc3c(c2)OCO3)[C@@H](CO)O1)c1ccccc1 | -4 | 4 | -11 | -2 | -0.4 | -7 | 0[16.7 µM]
C[C@@H](C(=O)N1CCNCC1)n1cc(CCC(=O)O)nn1 | 19 | -3 | 5 | 1 | -0.3 | 6 | 3
COc1cc2c(cc1NCc1ccc3c(c1)OCO3)oc1ccccc12 | 3 | -94 | . | . | . | . | 5
O=C(C[C@@H]1C[C@H]2c3cc(NC(=O)c4ccc5c(c4)OCO5)ccc3O[C@H]2[C@H](CO)O1)NCC(F)(F)F | . | -9 | 0 | -2 | 2.3 | -6 | 1[16.7 µM]
CCCN1CCc2nc(SCC(=O)Nc3ccc(C)c(Cl)c3)[nH]c(=O)c2C1 | 7 | 6 | . | 2 | -2.3 | 4 | -2
O=C(/C=C/c1cccc2ccccc12)c1ccncc1 | 2 | 3 | -34 | . | . | . | -8
C[C@@H]1CN([C@@H](C)CO)C(=O)Cc2cc(NC(=O)Cn3cnnn3)ccc2O[C@H]1CN(C)Cc1ccc(Oc2ccccc2)cc1 | 2 | 14 | 0 | 0 | 1.3 | 3 | -15[16.7 µM]
COc1cccc(C(=O)Nc2ccc3c(c2)C(=O)N(C)[C@@H]2CC[C@H](CC(=O)NCc4ccccc4F)O[C@H]2CO3)c1 | 0 | 14 | -11 | -12 | 1.6 | -26 | 12[16.7 µM]

Looked up by structure from the entries so far (two):
SMILES | FN deposit inh | PAX8 inh HTS | GSIS activator | DENV2 CPE | F508del corr | EWS-Fli inh | miR122 inh
CCCN1CCc2nc(SCC(=O)Nc3ccc(C)c(Cl)c3)[nH]c(=O)c2C1 | 7 | 6 | . | 2 | -2.3 | 4 | -2
COc1cccc(C(=O)Nc2ccc3c(c2)C(=O)N(C)[C@@H]2CC[C@H](CC(=O)NCc4ccccc4F)O[C@H]2CO3)c1 | 0 | 14 | -11 | -12 | 1.6 | -26 | 12[16.7 µM]
